Source: PubChem BioAssay
Sm TGR inh – S. mansoni TGR enzyme inhibition; 360,000 compounds, 3% hits; Q962Y6; Potency, µM (highest dose often 114 µM), for the others: at the highest dose activity change, negative = inhibition, most hits filed as inhibitors; AID 485364; purified TGR, DTNB reduction, TNB absorbance 405 nm; note: potency is the fitted concentration of half-maximal effect; nearly all actives have a fitted effect of over 60% in size
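TGR 20 nM + NADPH 100 uM (dispensed conc.), cpd preinc 15 min RT; start with NADPH (500 uM addition) then DTNB (15 mM addition). Kinetic TNB absorbance, 405 nm filter. Four-parameter Hill fit across titration.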
AMA1-RON2 inh – disrupts binding of P. falciparum AMA1 to RON2; Potency, µM (top dose mostly 58.2 µM), for inactives: at the top dose activity change, negative = inhibition, usual class: inhibitors; 360,000 compounds, 0.2% hits; AlphaScreen AMA1-biotinylated RON2 peptide binding; AID 720542;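 note: potency is the fitted concentration of half-maximal effect; 0% = vehicle wells and -100% = peptide control; nearly all actives have a fitted effect of over 45% in size; some results filed as inactive show a strong effect at the top dose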
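AMA1 (3D7) with his tag at 25 nM final met compounds first, then biotinylated RON2 peptide at 25 nM; detection used donor plus acceptor beads, 10 µg/mL apiece, read by AlphaScreen after 30 min at room temperature.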
FBPA Giardia inh – inhibitors of Giardia lamblia fructose-1,6-bisphosphate aldolase; purified Giardia FBPA; Potency, µM (doses to about 59.6 µM), without a hit: top-dose activity, negative = inhibition, hits mostly inhibitors; 290,000 compounds, 0.71% hits; AID 2451; note: potency is the fitted concentration of half-maximal effect; nearly all actives have a fitted effect of over 55% in size
Target sequence (A8B2U2 whole entry, looked up): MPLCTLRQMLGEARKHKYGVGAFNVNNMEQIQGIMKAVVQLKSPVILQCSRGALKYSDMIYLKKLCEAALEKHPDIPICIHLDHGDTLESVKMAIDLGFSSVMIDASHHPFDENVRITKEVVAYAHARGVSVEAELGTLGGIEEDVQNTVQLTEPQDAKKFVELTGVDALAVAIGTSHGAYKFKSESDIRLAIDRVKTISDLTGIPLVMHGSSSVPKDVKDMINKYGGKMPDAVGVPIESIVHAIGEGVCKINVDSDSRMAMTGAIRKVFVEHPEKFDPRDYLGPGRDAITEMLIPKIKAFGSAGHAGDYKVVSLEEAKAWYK
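Giardia FBPA (40 nM reagent) was preincubated 10 min at RT with compound (up to 57.5 uM final), then substrate plus GAPDH/TPI/NAD/arsenate coupling system with diaphorase/resazurin was added; resorufin fluorescence (525/598 nm) was read after 20 min.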
HCV inhibitor – inhibitors of hepatitis C virus infection | Huh7.5.1 HCVcc-Cre infection, luciferase reporter, 44 h | Potency, µM (titrated, usually from 41.8 µM), for the others: at the top dose activity change, negative = inhibition, usual class: inhibitors | 340,000 compounds, 3.4% hits; note: potency is the fitted concentration of half-maximal effect
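A cell-based infection assay in which seeded cells (1,000 per well) receive test compound after 4 h, are inoculated with HCVcc-Cre at approximately 0.5 moi, and are incubated 44 h before luminescence detection.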
AmpC detergent – inhibitors of E. coli AmpC beta-lactamase with detergent; P00811; AmpC hydrolysis of nitrocefin, absorbance 480 nm, 0.01% Triton; Potency, µM (doses to about 114 µM), inactives show at the top dose activity change, negative = inhibition, hits mostly inhibitors; 370,000 compounds, 0.041% hits;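 note: potency is the fitted concentration of half-maximal effect; 0% = no-compound wells and -100% = no-enzyme wells; nearly all actives have a fitted effect of over 25% in size; some results filed as inactive show a strong effect at the top dose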
Target sequence (P00811 whole entry, looked up): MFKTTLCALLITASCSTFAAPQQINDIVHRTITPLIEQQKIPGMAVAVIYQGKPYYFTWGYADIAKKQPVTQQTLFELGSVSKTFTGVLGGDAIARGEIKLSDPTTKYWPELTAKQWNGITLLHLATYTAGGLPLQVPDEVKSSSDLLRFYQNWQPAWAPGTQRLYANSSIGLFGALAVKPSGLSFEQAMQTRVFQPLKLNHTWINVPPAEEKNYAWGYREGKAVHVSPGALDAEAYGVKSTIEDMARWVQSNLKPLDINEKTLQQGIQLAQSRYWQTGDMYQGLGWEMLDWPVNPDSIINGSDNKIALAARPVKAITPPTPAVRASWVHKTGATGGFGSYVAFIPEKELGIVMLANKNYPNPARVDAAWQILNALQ
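20 mM phosphate pH 7.0 + 0.01% (detergent screen) or 0.0001% Triton X-100; 5.3 nM AmpC reagent; cpd preinc 15 min RT; nitrocefin (800 uM stock) to start; A480 q20 s × 4 min; Activity was normalised to no-enzyme and no-compound control wells.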
HCMV inh – human cytomegalovirus inhibition; activity change, negative = inhibition, % at 57.5 µM; AID 1259415; 410,000 compounds, 4.5% hits; HFF cells, HCMV-luciferase reporter, 72 h; stronger effect = lower value; in the data active = activity change below about -60%; inconclusive = no clear call, values can overlap the other calls; inactive = above about -39%
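Screen run at 2 compound doses on HFFs infected with reporter HCMV, MOI 1 PFU/cell. Luciferase activity from cell lysates at 72 h post infection gave inhibition relative to buffer-only and Salinomycin wells.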
* marks the source's active call; other numbers are inactive results; ? = inconclusive; nt = not tested or not shown; & = joins results of further samples; [ ] = another dose, or the depositor's remark. Unless noted, calls come from the whole dose curve; as a rule, active = well fitted curve in the direction sought with a large enough effect; inconclusive = small, poorly fitted or top-dose-only effect, or another doubt; inactive = no such curve, though single readings can be large; an effect the other way counts as inactive or inconclusive. Unless noted, % is set by controls: 0 for no effect and ±100 for the full control effect.

Every second line gives: Sm TGR inh, HCMV inh, FBPA Giardia inh, AMA1-RON2 inh, HCV inhibitor, AmpC detergent
O=C1NC(c2cccc3ccccc23)Nc2ccccc21 (centres undefined)
→ nt, -69*, nt, 9%, 0%, nt
CCSc1nnc(NC(=O)c2ccco2)s1
→ 2%, 9, -6%, 1%, 8%&0%, 2%
C1CCC2=NCCCN2CC1
→ -4%, 12, 1%, -1%, 20%, -1%
CCOC(=O)C1(Cc2cccc(OC)c2)CCCN(Cc2c(C)nn(C(C)C)c2C)C1 (centres undefined)
→ 0%, -16, 2%, 11%, 12%, 1%
O=C(c1ccco1)N1CCN(Cc2cc(=O)c(OCc3cccc(Cl)c3)co2)CC1
→ -14%, 2, nt, 0%, 4%, ?
CCOC(=O)C1(Cc2ccccc2)CCCN(C(=O)c2cnn(CC)c2)C1 (centres undefined)
→ -12%, -14, 6%, -7%, 16%, ?
COc1ccccc1CN1C[C@@H]2C[C@@H](c3ccc4nsnc4c3)N3CCC[C@@]23C1=O
→ ?, -19, -12%, 15%, ?, -6%
O=c1ccccn1Cc1c(F)cccc1Cl
→ -33%, 29, 6%, -3%, 15%, -13%
COc1ccc(CCn2c(-c3ccco3)nc3nc4ccccc4nc32)cc1OC
→ -31%, nt, -10%, nt, nt, ?
COc1cc2c(=O)n(CCC(=O)NCC3CCCO3)c(=O)n(CC(=O)Nc3ccc(F)cc3)c2cc1OC (centres undefined)
→ -20%&-2%, 21&-10, 3%, -8%, -2%, -15%&-7%
COP(=O)(CC(=O)O)c1ccccc1 (centres undefined)
→ -4%, 43, 10%, 7%, 11%, 1%
O=c1oc(-c2cccs2)nc2sc3c(c12)CCCC3
→ 4%, -25, 2%, -3%, 12%, -1%
C=CCNC(=O)CSc1nc2sccc2c(=O)n1-c1ccccc1
→ -3%, -18, 5%, -17%, 6%, -8%
O=C(COC(=O)c1ccc(O)cc1O)Nc1cc(-c2ccccc2)nn1-c1ccccc1
→ -6%, ?, nt, -26%, 5%, 0%
Cc1ccc(C(=O)NCCNC(=O)c2ccccn2)cc1
→ -4%, -26, 5%, 1%, 7%, -3%
Cc1ccc(NC(=O)c2ccc([N+](=O)[O-])cc2Cl)nc1
→ -11%, -2, -3%, -8%, -5%, -14%
COc1ccc(-c2nc3ccc(Cl)cn3c2Nc2ccc(C)cc2)cc1
→ -1%, 11, nt, nt, nt, 1%
CCc1ccc2c(c1)Sc1ccccc1CC2N1CCN(C)CC1 (centres undefined)
→ nt, -35, nt, -29%, -27%, nt
Cc1ccc(C2CCN(C(=S)NC3CCCCC3)C2)cc1 (centres undefined)
→ 5%, ?, 0%, -28%, ?, -1%
Cc1cccc(C)c1NC1=NCCCS1
→ 12%, -13, -4%, -13%, -2%, -12%
CCOCCc1nn2c(=O)cc(CSCC(=O)Nc3ccccc3)nc2s1
→ 1%, ?, nt, -10%, 10%, 7%
O=C(c1ccc(Cn2ccc([N+](=O)[O-])n2)cc1)N1CCN(Cc2ccccc2)CC1
→ 1%, -19, -6%, 2%, ?, -6%
COc1ccc(NC(=S)N2CCC(NC(=O)c3ccccc3C)CC2)cc1
→ -7%, -13, nt, -1%, -3%, -7%
CCOC(=O)c1ccc2nc(C)c(CCC(C)=O)c(Cl)c2c1
→ 2%, -6, -2%, 0%, -12%, 1%
COCCNC(=S)N/N=C(\C)c1ccccc1OC
→ ?, -30, -22%, 42%[activator][11.6 µM], 15%, -11%
CC(Oc1ccc(F)cc1F)C(=O)/C=C/N(C)C (centres undefined)
→ -12%, 17, 7%, -9%, nt, ?
CC(C)Nc1ncnc2c1cnn2-c1ccccc1
→ 22%, 214, -20%, -2%, ?, 4%
Cc1nn(Cc2ccccc2Cl)c(C)c1NC(=O)CCCn1nc([N+](=O)[O-])c(Cl)c1C
→ 6%, 5, 3%, -2%, 6%, 2%
Cc1cc(C)cc(NC(=O)c2ccc3c(c2)CCN3S(C)(=O)=O)c1
→ -25%, 55, 4%, 7%, ?, 0%
O=C(c1ccc(F)cc1)C1CCN(C(=S)Nc2ccccc2Cl)CC1
→ 0%, 14, -9%, 17%, -27%, 2%
COc1ccc(N2C(=O)/C(=C/N(C)C)NC2=S)cc1
→ -4%, ?, ?, 75%[activator], 2%, 2%
NS(=O)(=O)c1ccc(CCNC(=O)COC(=O)C2CCC2)cc1
→ -5%, -1, -9%, -7%, 12%, -3%
Cc1ccc2nc(Nc3ccc(C)c(Cl)c3)c3nncn3c2c1
→ -9%, 15, 5%, 34%[activator], -2%, 0%
COc1ccccc1NC(=O)Cn1ccn(-c2cc(C)cc(C)c2)c(=O)c1=O
→ 0%, 9, nt, nt, nt, 16%
CCN(CC(=O)Nc1ccc([N+](=O)[O-])cc1OC)c1ccccc1
→ -14%, 10, nt, -16%, 3.2µM*, -1%
Cc1cc(NC(=O)C(C)Oc2ccc(Cl)cc2Cl)no1 (centres undefined)
→ 1%, -27, 7%, -15%, -2%, -14%
Cc1ccc(Cn2c(SCc3cccnc3)nc3c2c(=O)n(C)c(=O)n3C)cc1
→ -5%, 33, 2%, 1%, ?, -2%
COCC(=O)N1CCC(Oc2ccc(C(=O)NCc3csc(C(C)C)n3)cc2)CC1
→ -17%, -1, -9%, 2%, 2%, 1%
CC(Oc1ccccc1F)C(=O)NNC(=O)CCS(=O)(=O)c1ccccc1Cl (centres undefined)
→ 2%, -33, nt, 65%[activator], 42%[activator], ?
COc1ccc(O)c(CN2CCCC(C(=O)Nc3cccc(-n4cccn4)c3)C2)c1 (centres undefined)
→ ?, ?, nt, 12%, ?, -5%
COC(=O)C1CCN(C(=O)COC(=O)[C@@H]2CC(O)CN2S(=O)(=O)c2ccc3c(c2)OCCO3)CC1 (some centres undefined)
→ 2%, -4, 7%, 6%, 5%, -5%
CCc1nn(CC(=O)NC(C)CCc2ccccc2)c(=O)c2cc3cc(F)ccc3n12 (centres undefined)
→ -12%&4%, ?, -9%, -7%, ?, -7%
Cc1ccc(NC(=S)NC(NC(=O)c2ccco2)C(Cl)(Cl)Cl)cc1 (centres undefined)
→ ?, 34, -4%, -7%, ?, -9%
C/C(=C\c1ccc2c(c1)OCO2)C1Nc2cccc3cccc(c23)N1
→ 20µM*, ?, nt, nt, nt, 6%
COc1ccccc1C1NC(=O)NC(C)=C1C(=O)Nc1cccc(C)c1C (centres undefined)
→ -20%, -2, 2%, 0%, 13%, -10%
COc1ccc(C[C@H]2CN3C(=NC[C@@H]3Cc3ccccc3)N2C[C@H](C)NC(=O)CCC2CCCCC2)cc1
→ -7%, nt, -2%, nt, nt, -4%
Cc1cc2cc(CNC(=O)c3cccc([N+](=O)[O-])c3)ccc2[nH]1
→ -21%, ?, -16%, 8%, -21%, -7%
CN(CC(=O)Nc1cccc(F)c1)C(=O)c1ccc(OCc2ccccc2)cc1
→ -2%, -24, nt, 10%, -25%, 2%
COC(=O)C(Cc1ccc(O)cc1)N1Cc2ccccc2C1=O (centres undefined)
→ -3%, 155, 0%, 15%, 0%, 2%
Brc1ccccc1-c1nnc(-c2cccnc2)o1
→ 2%, 88, 2%, -10%, -15%, 1%

(continued)
Every second line gives: Sm TGR inh, HCMV inh, FBPA Giardia inh, AMA1-RON2 inh, HCV inhibitor, AmpC detergent
O=C(NCCc1ccc(Cl)cc1)c1cc2ccccn2n1
→ -3%, -11, 0%, 3%, -20%, -9%
CCOC(=O)c1cnc(SCC(=O)N2CCc3ccccc32)nc1N
→ -24%, -5, 3%, -9%, 14%, 1%
COc1cc2nc(NCC(C)c3ccccc3)n3nc(-c4ccccc4)nc3c2cc1OC (centres undefined)
→ 1%, 5, nt, nt, nt, 21%
CC(=O)Nc1cc(C(=O)NCc2ccc(F)cc2)ccc1Sc1ccc(F)cc1
→ 12%, -3, nt, nt, nt, 7%
COc1cc2c(cc1OC)CN(C(=O)c1ccc(OC)c(S(=O)(=O)N3CCCC3)c1)CC2
→ 1%, 14, nt, 0%, -13%, 1%
COc1cc2c(cc1OC)C(c1cc3cc4c(cc3[nH]c1=O)OCO4)N(C(=O)C1CC1)CC2 (centres undefined)
→ -24%, 60, -3%, -14%, 16%, -9%
Cc1cc(Cl)ccc1Oc1nc(-c2ccccc2)ncc1S(C)(=O)=O
→ 0%, 35, 5%, -3%, 2%, 1%
Cc1ccc(C(=O)N/C(=C/C=C/c2ccccc2)C(=O)NCc2ccco2)cc1
→ 1%, -6, 0%, 0%, ?, ?
CCCn1nnc(NC(=O)COc2cc(C)ccc2C(C)C)n1
→ 0%, -11, 1%, -4%, ?, ?
CC(C)(C)c1ccc(OCC(=O)NCc2ccco2)c(Br)c1
→ 10µM*, 17, -1%, 20%, -22%, 5%

Whole records, looked up by structure. Values in the order: Sm TGR inh	HCMV inh	FBPA Giardia inh	AMA1-RON2 inh	HCV inhibitor	AmpC detergent
Cc1cc(Cl)ccc1Oc1nc(-c2ccccc2)ncc1S(C)(=O)=O reads 0%	35	5%	-3%	2%	1%
CC(=O)Nc1cc(C(=O)NCc2ccc(F)cc2)ccc1Sc1ccc(F)cc1 reads 12%	-3	nt	nt	nt	7%
COc1cc2nc(NCC(C)c3ccccc3)n3nc(-c4ccccc4)nc3c2cc1OC (centres undefined) reads 1%	5	nt	nt	nt	21%
COc1cc2c(cc1OC)C(c1cc3cc4c(cc3[nH]c1=O)OCO4)N(C(=O)C1CC1)CC2 (centres undefined) reads -24%	60	-3%	-14%	16%	-9%
CCOC(=O)c1cnc(SCC(=O)N2CCc3ccccc32)nc1N reads -24%	-5	3%	-9%	14%	1%

Further results follow.
Every second line gives: Sm TGR inh, HCMV inh, FBPA Giardia inh, AMA1-RON2 inh, HCV inhibitor, AmpC detergent
COc1ccc(CCNC(=O)c2cc(-c3cc(C)c(C)cc3O)n[nH]2)cc1OC
→ 7%, -3, 7%, 65%[activator], -29%, 1%
OC1CCN(c2c3c(nc4cc(-c5cccc(F)c5)nn24)CCCC3)CC1
→ 15%, 40, 0%, 5%, ?, 10%
CC(C(=O)N1CCc2ccccc21)N1CCN(S(=O)(=O)c2cccs2)CC1 (centres undefined)
→ 4%, -5, nt, -12%, 3%, 8%
CN1CCN(CC(O)COCc2ccc3c(c2)OCO3)CC1 (centres undefined)
→ 1%, 1, -5%, -1%, 13%, ?
COc1ccc(S(=O)(=O)Nc2ccccc2C(=O)NCc2cccnc2)cc1OC
→ 12%, 51, -2%, 1%, ?, -15%
Cc1ccc(-c2ccc(/C=N/NC(=O)c3ccccc3O)o2)cc1
→ 0%, nt, 1%, nt, nt, -4%
CCCCCC1CCC(c2nnc(SCC(C)=O)o2)CC1 (centres undefined)
→ -3%, -100*, 1%, 3%, 13%, 1%
O=C(N/N=C/c1ccc(N2CCOCC2)s1)c1ccccc1Cl
→ -26%, 50, -7%, 63%[activator], ?, 0%
O=C(O)c1ccccc1S(=O)(=O)CC(=O)N1CCCCC1
→ 50%[activator], 66, -2%, -8%, 7%, 1%
Cc1cc(=O)[nH]c(N/N=C/c2sccc2C)n1
→ 5%, 75, 8%, 108%[activator], 11%, 3%

Not a hit list; 9.3% or so of the library scored in one or more.
